Compound activity as filed in PubChem BioAssay.
NCI-60 one-dose screen, 48 h, at 10 µM unless noted. Numbers give growth in % (100 = growth as untreated, 0 = no growth, -100 = all killed).
SK-MEL-5 = SK-MEL-5 melanoma | AID 1794755 | actives 6.4% (n = 80,000)
A549/ATCC = A549/ATCC NSCLC | actives 3.7% (n = 81,000) | AID 1794740
UACC-62 = UACC-62 melanoma; actives 5.4% (n = 81,000)
MDA-MB-435 = MDA-MB-435 melanoma; actives 7.8% (n = 82,000); AID 1794794
UACC-257 = UACC-257 melanoma; actives 4.4% (n = 78,000)
SK-MEL-28 = SK-MEL-28 melanoma. actives 4.1% (n = 81,000)
SK-MEL-2 = SK-MEL-2 melanoma | AID 1794763 | actives 4.7% (n = 77,000)
M14 = M14 melanoma; actives 6.2% (n = 80,000); AID 1794745
Starred values were filed as active, the others as inactive; · = not tested or not shown; & = joins results of further samples. Rule for the calls: active = growth percent below 10; inactive = the rest.

smiles	SK-MEL-28	UACC-257	UACC-62	M14	MDA-MB-435	A549/ATCC	SK-MEL-5	SK-MEL-2
COc1ccc([C@H](OC)[C@@]2(Cc3ccc(O)cc3)N=C(N)N(C)C2=O)cc1	126	95	99	99	115	104	103	101
CC1=NC2=Nn3c(c4cnn(-c5ccccc5)c4n/c3=N\N)NN2C(c2ccccc2)=C1	102	101	78	93	92	96	91	101
O=c1oc2ccccc2c(Cl)c1Cl	72	40	75	17	52	90	46	55
CSc1nnc2c(=O)[nH]c(=O)n(C)c2n1	107	103	96	124	118	101	137	121
Clc1nc2ccccc2cc1-c1nnc(Cn2c(COc3ccccc3)nc3ccccc32)o1	105	106	103	101	105	101	97	93
CCSc1nnc(-c2cnn3c2NC(c2ccccc2)C3)n1-c1ccc(F)cc1 (stereo not given)	97	100	72	104	90	88	89	88
OC1(c2ccccc2)CCN(c2ccc3nnc(Cl)n3n2)CC1	98	100	74	95	92	91	94	106
CC(C)(c1ccc(O)c([N+](=O)[O-])c1)c1ccc(O)c([N+](=O)[O-])c1	112	101	90	111	103	96	·	104
Nc1nc(NC2CC2)cc(-c2cccc(Cl)c2Cl)n1	69	50	36	18	-12*	33	47	14
O=C1CCC(=O)N1Cc1ccccc1	101	·	104	95	99	102	102	95
C=CCOc1ccc2c(C)cc(=O)oc2c1	113	105	105	122	98	90	108	129
COc1cc(NC(=O)c2cc(-c3ccc(F)cc3F)ccc2O)cc(OC)c1OC	25	55	0.6*	56	36	37	-16*	-5.6*
COc1cc(/C=C2\COc3ccc(O)cc3C2=O)cc(OC)c1	94	82	63	·	20	92	·	101
O=S(=O)(O)c1nc2ncncc2[nH]1	104	84	105	103	105	89	96	94
OB(O)c1ccc(B(O)O)cc1	128	112	111	111	·	91	105	103
O=C(CCc1ccc(O)cc1)N/N=C/c1ccc2c(c1)OCO2	102	106	72	63	90	82	96	106
COC(=O)NC1CC2C=CC1C1C=CC21 (stereo not given)	104	108	116	114	·	103	99	91
CCCOC(=O)NC(C)(C)C	109	110	105	104	105	108	106	93
O=[N+]([O-])c1ccc(S(=O)(=O)N/N=C/CCc2ccccc2)cc1	125	110	97	101	·	110	100	101
O=[N+]([O-])C1CC2C=CC1C2 (stereo not given)	110	105	103	99	93	92	106	93
COc1cc(CNc2oc(-c3ccccc3)c(-c3ccccc3)c2C#N)cc(CN2CCCCC2)c1O	90	98	84	76	87	96	66	117
NS(=O)(=O)c1ccc(Nc2nc(SCC(=O)c3ccc(-c4ccccc4)cc3)nc3ccccc23)cc1	117	109	100	102	110	100	100	114
CCCCc1nc2c(N)nc3ccccc3c2n1Cc1ccc(OC)cc1	90	72	68	67	84	66	47	72
COc1ccc(C(CCc2cc(OC)c(OC)c(OC)c2)NC(C)=O)cc1 (stereo not given)	116	104	92	110	105	98	109	109
COc1ccc(C2C(C#N)=C(N)Oc3c2c(N)nn3-c2ccccc2)cc1 (stereo not given)	103	105	84	106	105	98	100	101
CCCC(=O)c1ccc(Br)cc1	109	100	84	94	99	91	97	95
CCCCCCCCCCCCCCCCSC(=O)CCl	92	88	107	98	106	102	108	·
Cc1ccncc1C(=O)O	95	102	·	100	101	90	106	121
C[N+](C)(C)CCCCCCCCCC[N+](C)(C)C	104	107	92	97	103	103	97	·
CC(N)COc1ccccc1 (stereo not given)	116&106	84&106	98&102	104&110	104&106	83&99	98&101	97&105
CCOC(OC(=O)c1ccccc1)C(OCC)OC(=O)c1ccccc1 (stereo not given)	105	97	94	111	110	92	96	103
COC12CCCC1C1(O)CCCCC1O2 (stereo not given)	113	102	100	111	104	103	99	105
CCN(CC)c1ccc(C=O)c(OCc2cn(CC(=O)Nc3ccc(OC)cc3)nn2)c1	114	107	99	118	111	112	100	114
CCCCS(=O)(=O)O	104	102	112	102	101	100	104	107
COc1cc(C=NNc2nc(-c3ccc(Cl)cc3)c(C#N)c(N3CCOCC3)n2)cc(OC)c1OC	86	92	68	51	80	59	29	80
O=C1Nc2cc(Cl)c(CCCl)cc2/C1=C\c1ccccc1	90	75	53	84	64	67	59	·
S=C([S-])[P+](C1CCCCC1)(C1CCCCC1)C1CCCCC1	98	·	94	117	91	·	90	110
O=C(Nc1cccc(C(F)(F)F)c1)c1cncc(C#Cc2cnc3cccnn23)c1	63	84	35	35	26	63	26	61
COc1ccc(-c2cc(-c3ccc(OC)c(OC)c3)nc(SCCCC(=O)O)n2)cc1	104	102	107	103	105	95	81	104
COc1cccc2c1c1nc3cc(C)c(C)cc3nc1n2CCN(C)C	36	8.5*	15	22	31	11	11	11
COc1ccc(NC(=O)CSc2nnc(-c3ccc(-c4nc5ccc(Cl)cc5[nH]4)cc3)o2)cc1	-76*	29	-33*	14	18	1.8*	7.0*	39
C[C@@H]1CC[C@@]2(C)C(C(=O)O)=CC=C[C@@H]2[C@@]1(C)CC(=O)c1ccoc1	103	110	97	101	104	113	99	109
COC(=C(C#N)C#N)N1CCOCC1	117	102	108	92	106	93	100	102
CN1N=C(c2ccc(Cl)cc2)CC2(CCCC2)C1=O	104	99	93	104	106	100	100	106
Cc1ccc(-c2nc(C(Cl)Cl)n3nc(-c4ccccc4)cc3n2)cc1	86	94	-8.4*	96	15	12	79	56
CC(C)(C)OC(=O)N1C=C/C(=C/Cn2cc(-c3ccccc3)nn2)CC1	81&77	76&71	69&65	71&65	86&88	90&85	44&43	67&69
C/C(=N/N=C(N)N)c1ccc(Cl)cc1	178	77	91	87	72	106	94	-5.1*
COC(=O)C1(N)CCCC1	98	94	102	96	107	93	101	108
Cc1ccc(N)c(C(=O)O)c1	112	104	91	99	106	102	102	105
C[C@@H]1CC[C@@H]2[C@@H](C1)Oc1cc(O)ccc1C2(C)C	109	82	84	107	103	66	97	93

The list continues.
smiles	SK-MEL-28	UACC-257	UACC-62	M14	MDA-MB-435	A549/ATCC	SK-MEL-5	SK-MEL-2
CCCCCCCCN(CCCCCCCC)C(=O)c1cccc(C)c1	100	100	92	94	97	102	94	96
CSC(=N\N=C\c1ccc(N(C)C)cc1)/N=C/N(C)C	111	100	112	104	102	103	101	·
COCCCn1c(=N)c(S(=O)(=O)c2ccccc2)cc2c(=O)n3ccccc3nc21	118	109	98	117	110	104	96	118
C[C@H]1[C@]2(C)CCc3cc4[nH]c5ccccc5c4cc3[C@]2(CCCO)C(=O)O[C@@]1(C)O	105	110	94	100	98	112	98	115
CCOC(=O)c1c(-c2ccccc2Cl)c(C#N)c(=O)n(-c2cccc(C(F)(F)F)c2)c1N	97	96	91	98	105	94	99	110
O=c1[nH][n+](-c2nonc2-c2ccccc2F)no1	108	115	99	101	102	107	·	111
Fc1ccc(-c2nnc(-c3c(-c4ccc(F)cc4)nc4ncccn34)o2)cc1	101	107	100	112	97	96	95	·
CCCCC(=O)OC1CCCCC1C (stereo not given)	98	78	·	95	101	72	91	111
COc1ccc(-c2nc(SCC(=O)Nc3nc4ccc(C)cc4s3)[nH]c(=O)c2C#N)cc1	104	104	95	95	104	103	98	115
N#Cc1c(O)ccc(O)c1C#N	105	108	102	106	102	92	107	119
O=C1CCN=C2C=CC(C(F)(F)F)=CN12	102	110	103	102	118	98	102	108
CCCCn1c(-c2ccc(C(=O)O/N=C(\N)c3ccc4c(c3)OCO4)cc2)nc(-c2ccccc2)c1-c1ccccc1	77	80	68	54	46	16	·	85
C(=N\Nc1nnc2n1N=C(c1ccccc1)CS2)/c1ccco1	115	104	89	103	103	99	91	105
CC(=O)C(=O)NCCCCCC(=O)Nc1ccccc1	117	107	104	·	107	103	·	113
Cc1ccc(/C=C(/C2=NCCN2)n2ccc3ccccc32)cc1	103	94	84	84	94	100	95	103
Cc1cc(N2CCCC2)nc(NCc2cc(Nc3ccnc4cc(Cl)ccc34)ccc2F)n1	-71*	-64*	-78*	-80*	-96*	-13*	-99*	-80*
Cc1ccc(C(=O)NN)cc1	109	·	·	113	109	·	108	119
Cc1ccc(S(=O)(=O)NC(=O)CCC(=O)Nc2ccc(Oc3ccccc3)cc2)cc1	112	102	96	100	106	103	112	109
Cc1cccc(N2CCN(CC(O)COc3ccccc3)CC2)c1 (stereo not given)	95&100	104&91	96&96	95&100	97&112	102&99	97&108	91&102
CCCC(CCC)C(=O)OCc1cn(-c2c3ccccc3nc3ccccc23)nn1	100	90	92	90	99	89	93	102
O=C1NC(=S)S/C1=C/c1cn(-c2ccccc2)nc1-c1ccc(Cl)cc1	82	92	42	84	86	79	38	90
Cc1ccccc1NC(=O)Oc1cccc(OC(=O)c2ccccc2)c1	113	85	90	96	99	93	103	106
O=C(CCl)Oc1cc(Cl)c(Cl)cc1Cl	115	110	101	106	102	108	76	108
O=C(Nc1cccc(-n2ccc3c(NC(=O)c4ccccc4)nccc32)c1)c1ccc(N2CCOCC2)c(C(F)(F)F)c1	33	58	40	39	5.2*	8.4*	-69*	13
Nc1cc2[nH]c(=O)c3ccccc3c2cc1Br	98	109	81	83	95	84	67	·

Reprinted from the entries so far, two compounds:
smiles	SK-MEL-28	UACC-257	UACC-62	M14	MDA-MB-435	A549/ATCC	SK-MEL-5	SK-MEL-2
O=C(Nc1cccc(-n2ccc3c(NC(=O)c4ccccc4)nccc32)c1)c1ccc(N2CCOCC2)c(C(F)(F)F)c1	33	58	40	39	5.2*	8.4*	-69*	13
Nc1cc2[nH]c(=O)c3ccccc3c2cc1Br	98	109	81	83	95	84	67	·

Full records, looked up by structure. Screens in order: SK-MEL-28 | UACC-257 | UACC-62 | M14 | MDA-MB-435 | A549/ATCC | SK-MEL-5 | SK-MEL-2
Shown for `Cc1ccc(C(=O)NN)cc1` → 109 | · | · | 113 | 109 | · | 108 | 119
Shown for `Cc1cccc(N2CCN(CC(O)COc3ccccc3)CC2)c1` (stereo not given) → 95&100 | 104&91 | 96&96 | 95&100 | 97&112 | 102&99 | 97&108 | 91&102
Shown for `CCCCn1c(-c2ccc(C(=O)O/N=C(\N)c3ccc4c(c3)OCO4)cc2)nc(-c2ccccc2)c1-c1ccccc1` → 77 | 80 | 68 | 54 | 46 | 16 | · | 85
Shown for `Cc1ccccc1NC(=O)Oc1cccc(OC(=O)c2ccccc2)c1` → 113 | 85 | 90 | 96 | 99 | 93 | 103 | 106

(listing goes on)
smiles	SK-MEL-28	UACC-257	UACC-62	M14	MDA-MB-435	A549/ATCC	SK-MEL-5	SK-MEL-2
COC(=O)C(CCC(=O)O)N1C(=O)c2ccccc2C1=O (stereo not given)	104	104	102	100	110	101	100	112
O=C(Nc1ccccc1S)c1ccccc1	112	93	87	101	101	94	114	·
CCOc1cccc(/C=N/NC(=O)c2ccccc2Nc2ccnc(C(F)(F)F)c2)c1O	21	10	3.7*	-29*	30	15	-67*	·
CC(=O)c1c(C)[nH]c2c1c(-c1ccc3c(c1Br)OCO3)nc1ccccc12	103	105	85	95	96	89	98	90
CC(=O)n1nc(-c2ccc(O)cc2)cc1-c1cn(-c2ccccc2)nc1-c1ccc(O)cc1	111	104	86	105	102	95	86	98
O=[N+]([O-])c1c(O)cccc1O	102	95	94	·	108	105	101	·
Clc1ccc2[nH]cc(-c3nc(-c4c[nH]c5ncccc45)cs3)c2c1	86	9.9*	44	20	49	22	65	48
COC(=S)SCC(=O)c1ccc(Br)cc1	78	87	97	79	73	102	100	95
COc1ccc(CCc2ccc3cc(OC)ccc3n2)cc1	108	·	89	98	87	·	95	·
CC(=O)OC1NC(=O)NC(=O)C1(Br)Br (stereo not given)	112	104	87	96	105	97	101	107
Cc1cc(C(=O)c2ccc(Cl)cc2)ccc1O	105	115	90	89	96	92	95	125
CS(=O)(=O)c1nccc(-c2c(-c3cccc(OS(N)(=O)=O)c3)nc3sccn23)n1	65	79	80	47	79	107	99	109
O=C(O)c1ccc(S(=O)(=O)NC2CCCCC2)cc1	110	·	95	102	111	96	100	98
O=C(NNC(=O)c1ccncc1)Nc1ccc(Cl)cc1	118	102	96	110	114	101	112	103
CCC(C#N)NC1CCN(Cc2ccccc2)CC1 (stereo not given)	102	86	114	97	105	100	102	102
CCCCNC(=S)NS(=O)(=O)c1ccc(CCN2C(=O)/C(=C/c3ccc(OC)cc3)N=C2C)cc1	105	108	89	108	97	112	99	105
CC(=O)OCC1C2C=CC(C2)C1COC(C)=O (stereo not given)	119	109	106	105	111	97	100	·
O=C(N/N=C/c1ccc([N+](=O)[O-])cc1)c1ccc(C(F)(F)F)nc1Nc1cccc(C(F)(F)F)c1	122	113	92	120	96	94	94	65
CCOC(=O)Cn1c(COc2cccc3ccccc23)nc2ccccc21	89	91	81	84	95	70	83	81
O=C(Nc1ccc(Br)cc1F)c1cc(Cl)ccc1O	-6.8*	-14*	-25*	-28*	-14*	8.7*	·	-26*
COC(=O)c1c(C)nc(C)c2c1C(=O)C=C(NCc1ccccc1)C2=O	108	104	66	67	103	103	51	73
COc1ccc(NC(=O)[C@@H]2CCC(=O)N2C)cc1OC	112	76	100	97	99	71	98	94
CCOC(=O)C1=C(N)Oc2c(sc3c(CC)cccc23)C1c1ccc(Cl)cc1 (stereo not given)	102	102	86	102	·	104	94	107
COc1cc(NCC(=O)Nc2cc(Nc3cccc(C(F)(F)F)c3)ncn2)c(Cl)c(OC)c1Cl	105	88	75	93	102	81	95	89
COC(=O)CN1CC(=O)N2[C@@H](c3ccccc3)SC[C@H]2C1=O	118	101	106	101	101	94	103	·

An excerpt from above, reduced to SK-MEL-5, SK-MEL-2 and MDA-MB-435:
Structure | SK-MEL-5 | SK-MEL-2 | MDA-MB-435
CCOc1cccc(/C=N/NC(=O)c2ccccc2Nc2ccnc(C(F)(F)F)c2)c1O | -67* | · | 30
O=[N+]([O-])c1c(O)cccc1O | 101 | · | 108
CC(=O)OC1NC(=O)NC(=O)C1(Br)Br (stereo not given) | 101 | 107 | 105
COc1cc(NCC(=O)Nc2cc(Nc3cccc(C(F)(F)F)c3)ncn2)c(Cl)c(OC)c1Cl | 95 | 89 | 102
CCOC(=O)Cn1c(COc2cccc3ccccc23)nc2ccccc21 | 83 | 81 | 95
